# From PubChem
# FLuc counter – inhibits or activates purified firefly luciferase, miR-21 counter-screen; purified FLuc, Km substrates, luminescence inhibition; Potency, µM (doses to about 57.5 µM), inactives show at the top dose activity change, negative = inhibition, hits mostly inhibitors; 360,000 tested, 6.9% active; AID 588342;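 also: plate controls were vehicle for no effect and reference inhibitor for full effect; nearly all actives have a fitted effect of over 55% in size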
# Target sequence (P08659 whole entry, looked up): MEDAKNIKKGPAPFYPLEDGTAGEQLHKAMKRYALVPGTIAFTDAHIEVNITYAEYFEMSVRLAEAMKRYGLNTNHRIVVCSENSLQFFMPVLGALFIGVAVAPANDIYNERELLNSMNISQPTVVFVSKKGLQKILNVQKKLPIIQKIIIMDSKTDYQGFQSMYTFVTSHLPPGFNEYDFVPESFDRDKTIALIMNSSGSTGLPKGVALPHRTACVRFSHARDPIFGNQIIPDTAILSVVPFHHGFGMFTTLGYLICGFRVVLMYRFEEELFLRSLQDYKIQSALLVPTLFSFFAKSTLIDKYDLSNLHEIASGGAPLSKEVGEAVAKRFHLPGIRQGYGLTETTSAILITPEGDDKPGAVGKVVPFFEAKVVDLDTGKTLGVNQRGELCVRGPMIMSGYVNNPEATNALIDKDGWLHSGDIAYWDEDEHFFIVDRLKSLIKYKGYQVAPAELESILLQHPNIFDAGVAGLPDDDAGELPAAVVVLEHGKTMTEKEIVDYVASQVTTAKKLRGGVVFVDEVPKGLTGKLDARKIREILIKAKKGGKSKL
#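 Purified P. pyralis luciferase, 10 nM final, with Km-level 10 uM D-luciferin and 10 uM ATP in 50 mM Tris acetate pH 7.5, 10 mM Mg acetate, 0.01% Tween-20, 0.05% BSA; 6-point qHTS titration about 60 µM downward; luminescence read.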
# Gal4-VP16 FLuc – Gal4-VP16 reporter inhibition counter-screen. Potency, µM (doses to about 53.6 µM), for the others: at the top dose activity, negative = inhibition, hits mostly inhibitors. 310,000 tested, 3.5% active. Drosophila S2 Gal4-VP16 UAS-luciferase, luminescence, 20 h;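 also: Gal4-VP16 expression switched on by copper sulfate through the metallothionein promoter; % is scaled to controls: 0 for no effect and ±100 for the full control effect; nearly all actives have a fitted effect of over 50% in size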
# Rab9 prom act – activates the Rab9 promoter. 320,000 tested, 2.8% active. Huh7 Rab9 promoter-luciferase reporter, luminescence, 24 h. Potency, µM (titrated, usually from 9.22 µM), without a hit: top-dose activation, negative = inhibition, actives largely listed as activators. AID 485297; also: % of control where 0% means no effect; nearly all actives have a fitted effect of over 60% in size
#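 Promoter activation is measured as luciferase luminescence in Huh7 cells stably transfected with a Rab9 promoter–luciferase construct, following 24 h compound exposure at 37 °C and 10 min reagent incubation at ambient temperature.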
# p53 reactivation – re-activators of mutant p53; Potency, µM (top dose mostly 92.2 µM), for the others: top-dose activity change, positive = activation, hits mostly activators; AID 504706; H1299 p53-A138V BP100-luciferase reporter, luminescence, 24 h; 320,000 tested, 0.063% active; also: % of control where 0% means no effect; nearly all actives have a fitted effect of over 45% in size
#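 H1299 (p53-null), stable ts p53-A138V + BP100-Luc; 1000 cells/well, Opti-MEM/10% FBS; cpd 4 pt, 1:5; 24 h, 37 deg C, 5% CO2; detection reagent 10 min RT; luminescence.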
# RORgamma inh – blocks mouse ROR gamma transcriptional activity. Drosophila S2 Gal4-RORgamma UAS-luciferase reporter, 20 h. P51450. Potency, µM (titrated, usually from 53.6 µM), without a hit: at the top dose activity change, negative = inhibition, usual class: inhibitors. AID 2551. 310,000 tested, 5.4% active; also: % is scaled to controls: 0 for no effect and ±100 for the full control effect; nearly all actives have a fitted effect of over 60% in size
# Target sequence (P51450 whole entry, looked up, the tested form may be a part): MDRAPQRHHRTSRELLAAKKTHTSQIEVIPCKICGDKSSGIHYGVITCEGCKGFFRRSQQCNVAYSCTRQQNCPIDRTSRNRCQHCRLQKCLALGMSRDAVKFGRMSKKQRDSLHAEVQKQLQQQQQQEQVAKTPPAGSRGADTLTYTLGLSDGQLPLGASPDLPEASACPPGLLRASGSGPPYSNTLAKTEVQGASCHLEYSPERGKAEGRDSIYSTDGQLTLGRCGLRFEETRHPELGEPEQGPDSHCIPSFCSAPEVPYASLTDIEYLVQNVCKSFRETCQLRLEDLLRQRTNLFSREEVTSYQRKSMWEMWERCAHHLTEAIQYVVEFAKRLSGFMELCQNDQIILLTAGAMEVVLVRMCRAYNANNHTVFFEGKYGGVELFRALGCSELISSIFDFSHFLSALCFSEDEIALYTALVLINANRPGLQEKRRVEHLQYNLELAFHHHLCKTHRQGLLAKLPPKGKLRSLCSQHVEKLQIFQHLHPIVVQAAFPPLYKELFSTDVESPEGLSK
#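 Luminescence from a UAS-regulated Photinus luciferase reporter in stably transfected Drosophila Schneider cells is measured; decreased signal marks ROR gamma inhibition. Fusion expression is induced by 700 uM copper sulfate for 20 hr.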
# NPC1 promoter act – NPC1 promoter activation; Potency, µM (highest dose often 9.22 µM), without a hit: at the highest dose activation, most hits filed as activators; Huh7 NPC1 promoter luciferase reporter, 24 h; 320,000 tested, 2.4% active;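 also: % of control where 0% means no effect; nearly all actives have a fitted effect of over 60% in size; reporter is driven by a mutant NPC1 promoter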
#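 Luminescence read-out of NPC1 promoter-driven luciferase in stably transfected Huh7 cells; compounds delivered in DMSO and left 24 h at 37C, 5% CO2, qHTS titration format.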
# uPA surface inh – cell surface uPA generation inhibition | cell surface uPA generation assay, qHTS | Potency, µM (doses to about 38.3 µM), without a hit: top-dose activity change, negative = inhibition, usual class: inhibitors | 330,000 tested, 0.31% active | AID 540303; active = well fitted inhibition curve with a large enough effect; inconclusive = small, poorly fitted or top-dose-only effect; inactive = no such curve, though single readings can be large or run the other way; tested in mouse RAW 264.7 cells; also: % is scaled to controls: 0 for no effect and ±100 for the full control effect; nearly all actives have a fitted effect of over 55% in size
# ELG1 genotox – genotoxicity induction in ELG1-luciferase HEK293T cells. HEK293T ELG1-luciferase reporter, luminescence, 16 h. Potency, µM (doses to about 46 µM), for the others: at the top dose activity change, positive = activation, actives largely listed as activators. 330,000 tested, 1.3% active. AID 504466; also: % of control where 0% means no effect; nearly all actives have a fitted effect of over 60% in size
#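 Reporter readout depends on ELG1 protein level, which increases with genetic stress. After 16 hr compound exposure at 37 °C, luciferase activity was quantified using ONE-Glo.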
# MBNL1 CUG block – inhibitors of human MBNL1 binding to CUG repeat RNA; Potency, µM (titrated, usually from 57.5 µM), for inactives: at the highest dose activity change, negative = inhibition, most hits filed as inhibitors; TR-FRET MBNL1-His/biotin-(CUG)12 binding, 665/545 ratio; Q9NR56; 280,000 tested, 0.036% active; active = well fitted inhibition curve with a large enough effect in the signal ratio, with a control signal flat, not every such curve was filed as active; inconclusive = small, poorly fitted or top-dose-only effect, or effect the other way, or a change in a side signal; inactive = no such curve, though single readings can be large or run the other way; the % refers to the signal ratio; also: % is scaled to controls: 0 for no effect and ±100 for the full control effect
#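 Compounds (final 92 nM to 58 uM) are added to His-tagged MBNL1 and biotin-(CUG)12, then terbium anti-His antibody and streptavidin-XL665 (5 nM final). After 60 min at room temperature, the 665/545 nm ratio is read.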
# BRCA1 expr up – activators of BRCA1 expression | MCF7-BRCA1-FFLuc reporter, luminescence, 48 h; response scale: scaled: vehicle 0%, 10 µM genistein 100% | Potency, µM (series often up to 46.1 µM), without a hit: at the highest dose activation, actives largely listed as activators | 380,000 tested, 1.1% active | AID 624202; also: nearly all actives have a fitted effect of over 80% in size; some results filed as inactive show a strong effect at the top dose
#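 Reporter cells (MCF7, BRCA1 promoter-firefly luciferase) received library compounds across a concentration series for 48 h. End-point luminescence was measured and concentration-effect curves derived after normalization.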
# CXXC DNA block – inhibitors of human MLL CXXC domain-DNA interaction; MLL-CXXC / FITC-HOXA9 DNA fluorescence polarization; 290,000 tested, 0.037% active; Potency, µM (series often up to 115 µM), for inactives: at the highest dose activity change, negative = inhibition, most hits filed as inhibitors; Q03164; active = well fitted inhibition curve with a large enough effect in the polarisation, with a control signal flat, not every such curve was filed as active; inconclusive = small, poorly fitted or top-dose-only effect, or effect the other way, or a change in a side signal; inactive = no such curve, though single readings can be large or run the other way; the % refers to the polarisation
#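 Purified MLL-CXXC (added from a 7 uM solution) was preincubated 5 min at ambient with pinned compounds in 50 mM Tris-HCl pH 7.5, 50 mM NaCl, 1 mM DTT, 0.05% BSA. Fluorescein-labeled HOX-A9 DNA (50 nM solution) followed, 30 min, then polarization read.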
# Active calls of the source: *; ? = inconclusive; . = no result given; & = joins results of further samples; [ ] = remark or other dose. Unless noted, calls follow the shape of the dose curve; as a rule, active = well fitted curve in the direction sought with a large enough effect; inconclusive = small, poorly fitted or top-dose-only effect, or another doubt; inactive = no such curve, though single readings can be large; an effect the other way counts as inactive or inconclusive. Potency is read from the fitted curve at half-maximal effect. The list is partial, so the mix of outcomes need not match the whole.
1) COC(=O)c1cn(-c2ccccc2)nc1-c1ccc(OC)c(OC)c1
2) CCCc1cc(=O)oc2cc(OCC(=O)NCc3ccccn3)ccc12
3) Cc1cccc(-c2noc(CN(C(=O)c3ccc(Br)o3)C(C)C)n2)c1
4) COc1cc(CNc2ccc3[nH]c(=O)[nH]c3c2)ccc1OCc1ccc(C)cc1
5) CN(c1cccc(Cl)c1)S(=O)(=O)c1cccc(C(=O)Nc2ccc3c(c2)CCC3)c1
6) CC1CCCN(C(=O)COC(=O)CSc2ccc(C(N)=O)cc2[N+](=O)[O-])C1 (configuration not stated)
7) CCCCc1c(O)nc(SCC(=O)Nc2ccc3c(c2)CCC3)[nH]c1=O
8) Cc1ccc(OCCSc2ncccn2)c(C)c1
Screen / compound no.	1	2	3	4	5	6	7	8
FLuc counter	21µM*	-1%	0%	?	-2%	1%	-11%	2.1µM*
Gal4-VP16 FLuc	-10%	-10%	2%	?	3%	.	-5%	?
Rab9 prom act	0%	5%	0%	10%	0%	0%	-2%	0.5µM*
p53 reactivation	10%	8%	-14%	-2%	13%	10%	1%	8%
RORgamma inh	11%	-7%	-22%	-20%	?	.	12%	10µM*
NPC1 promoter act	5%	-2%	5%	-2%	1%	-3%	-1%	0.63µM*
uPA surface inh	-1%	12%	8%	-7%	-6%	0%	3%	-8%
ELG1 genotox	-1%	3%	15%	9%	1%	1%	-4%	?
MBNL1 CUG block	-6%	0%	-13%	6%	0%	.	0%	0%
BRCA1 expr up	-30%	-7%	5%	72%	-36%	-11%	-2%	?
CXXC DNA block	?	1%	17%	29%	-3%	.	-13%	?

9) COc1ccc(CCNC(=O)CSc2ccccn2)cc1OC
10) COc1ccc(CCc2cc(OC)cc(=O)o2)cc1
11) Cn1nc(C(F)(F)F)c(-c2ccccc2)c1NC(=O)c1nccnc1C(=O)O
12) CCCCN(C(=O)c1ccc(Cl)cc1)C1CC2CCC(C1)N2C (configuration not stated)
13) COCCCNC(=S)Nc1cccc(SC)c1
14) Cc1c(NC(=O)c2cc(-c3ccccc3O)on2)c(=O)n(-c2ccccc2)n1C
15) Cc1cc(=O)oc2cc(OCC(=O)Nc3c(Cl)cccc3C(F)(F)F)ccc12
16) COc1cc(C2C(N3C(=O)c4ccccc4C3=O)C(=O)N2c2cccc(C)c2)cc(OC)c1OC (configuration not stated)
Screen / compound no.	9	10	11	12	13	14	15	16
FLuc counter	3%	-1%	0%	9%	-8%	-6%&-3%	3%	8%
Gal4-VP16 FLuc	-2%[10 µM]	-3%	?	-6%	11µM*	4%	-6%	-3%
Rab9 prom act	0%	9%	-3%	-7%	-2%	8%	0%	7%
p53 reactivation	0%	0%	-2%	-7%	0%	0%	-13%	-20%
RORgamma inh	0%	24%	-35%	0%	1.6µM*	?	-10%	-11%
NPC1 promoter act	-4%	-2%	-5%	2%	5%	-2%	-6%	12%
uPA surface inh	-1%	-6%	-5%	-14%	1%	0%	2%	.
ELG1 genotox	0%	4%	-2%	-3%	-1%	1%	-3%	?
MBNL1 CUG block	-10%	-5%	-14%	-2%	4%	-1%	0%	.
BRCA1 expr up	-29%	49%	-2%	0%	0%	-31%	-5%	.
CXXC DNA block	-11%	12%	-5%	15%	-4%	88%[activator]	0%	6%

17) CCN1/C(=C2\C(=O)N(C)C(=S)N2C)C=Cc2ccccc21
18) CC(=O)Nc1ccc(NC(=O)CSc2nc3c(=O)n(C)c(=O)n(C)c3n2C)cc1
19) C=CCc1c(C)[nH]c(=O)[nH]c1=O
20) COc1ccc(/[N+]([O-])=C/c2ccoc2)cc1
21) O=C(CCc1n[nH]c(=O)[nH]c1=O)N1CCOCC1
22) Cc1ccccc1CSCC(=O)NCc1ccco1
23) CC1CN(C(=S)NC2CCCC2)CC(C)O1 (configuration not stated)
24) Cc1cc(C)cc(NC(=O)N2C3CCCC2CC(NC(=O)C2CC2)C3)c1 (configuration not stated)
Screen / compound no.	17	18	19	20	21	22	23	24
FLuc counter	?	-12%	0%	?	0%	-4%	0%	-1%
Gal4-VP16 FLuc	-7%	.	-3%	.	4%	-9%	-11%	-1%
Rab9 prom act	-4%	2%	1%	?	-4%	1%	2%	4%
p53 reactivation	-22%	0%	-2%	?	4%	5%	16%	1%
RORgamma inh	-44%	.	-2%	.	1%	26%	-20%	5%
NPC1 promoter act	-2%	10%	0%	?	0%	-2%	4%	0%
uPA surface inh	-1%	-3%	1%	?	8%	-7%	0%	-1%
ELG1 genotox	-1%	-9%	4%	?	-5%	6%	1%	-14%
MBNL1 CUG block	?	.	5%	.	?	9%[11.5 µM]	3%	-12%
BRCA1 expr up	-23%	-8%	5%	11µM*	0%	13%	4%	-10%
CXXC DNA block	?	.	0%	.	-5%	2%	-4%	-5%

25) COc1ccc(-c2ccc(C(=O)O)o2)c([N+](=O)[O-])c1
26) CC(=O)Nc1sc2c(c1C#N)CC(C)(C)NC2(C)C
27) CCN(CC(=O)NCc1cccs1)C(=O)c1cccc(S(=O)(=O)N2CCc3ccccc32)c1
28) COC(=O)C/C(O)=C(/N=Nc1cccc(C(F)(F)F)c1)C(=O)OC
29) O=C(CCN1C(=O)/C(=C/c2ccc(Cl)cc2)SC1=S)Nc1cccc(C(=O)O)c1
30) CC(/C=N/n1c(-c2ccccn2)n[nH]c1=S)=C\c1ccccc1
31) Cc1ccc(-n2ncc3c2CCCC3NC(=O)c2cnccn2)cc1C (configuration not stated)
32) COc1ccc2c(-c3cc4ccc(OCc5ccc(F)cc5)cc4oc3=O)cc(=O)oc2c1
Screen / compound no.	25	26	27	28	29	30	31	32
FLuc counter	-20%	0%	-5%	-4%	15µM*	6%	0%	3%
Gal4-VP16 FLuc	0%	-2%	-4%	2%[10 µM]	6%	-9%	-18%	0%
Rab9 prom act	-2%	2%	-5%	-7%	-3%	-5%	-18%	-22%
p53 reactivation	1%	-7%	-1%	5%	-2%	-3%	7%	-1%
RORgamma inh	7%	-9%	-18%	12%	21%	3.5µM*	?	3%
NPC1 promoter act	-4%	-4%	-2%	-2%	2%	2%	-9%	-12%
uPA surface inh	1%	-4%	2%	-4%	5%	-2%	17%	0%
ELG1 genotox	-3%	2%	-15%	1%	-4%	-2%	-2%	10%
MBNL1 CUG block	?	-6%	-2%	?	22%	11%	3%	.
BRCA1 expr up	-2%	1%	-7%	-1%	-18%	-16%	-17%	-9%
CXXC DNA block	7%	1%	0%	-5%	11%	2%	18%	10%

# Values in list order from the list:
# CXXC DNA block for entries 25 to 31 → 7%, 1%, 0%, -5%, 11%, 2%, 18%
# BRCA1 expr up for entries 25 to 31 → -2%, 1%, -7%, -1%, -18%, -16%, -17%
# FLuc counter for entries 25 to 31 → -20%, 0%, -5%, -4%, 15µM*, 6%, 0%

# The listing continues:
33) CCC(c1nnc(SCC(=O)Nc2ccc(C(C)=O)cc2)n1C1CCCCC1)N(C)C (configuration not stated)
34) CCN(Cc1ccccc1)C(=O)c1cc(S(=O)(=O)N2CCOCC2)cn1C
35) O=C(Cn1nnc2ccccc21)NCc1ccccc1
36) O=C(CN1C(=O)NC2(CCCC2)C1=O)Nc1ccc(C(F)(F)F)cc1
37) Cc1ccc2nsnc2c1NC(=O)c1ccc(-c2cc(Cl)ccc2Cl)o1
38) COc1cccc(C(=O)C2CCCN(C(=O)c3cccc(C#CC(C)(C)O)c3)C2)c1 (configuration not stated)
Screen / compound no.	33	34	35	36	37	38
FLuc counter	1%	-3%	13µM*	-2%	1%	-18%
Gal4-VP16 FLuc	-9%	-13%	?	-1%	?	7%
Rab9 prom act	-3%	-6%	3.2µM*	0%	-11%	-8%
p53 reactivation	0%	-6%	?	-6%	-52%[inhibitor]	-2%
RORgamma inh	-40%	-1%	16%	42%	?	29%
NPC1 promoter act	2%	6%	2.2µM*	-2%	-5%	-1%
uPA surface inh	2%	-3%	2%	0%	-10%	2%
ELG1 genotox	3%	-2%	7.3µM*	3%	1%	-3%
MBNL1 CUG block	.	4%	-5%	-4%	12%	0%
BRCA1 expr up	13%	12%	?	-19%	-55%	0%
CXXC DNA block	12%	.	3%	3%	4%	-4%

# Structures above that bear a hit mark in NPC1 promoter act:
nr	structure	Rab9 prom act	p53 reactivation	RORgamma inh	NPC1 promoter act	uPA surface inh	MBNL1 CUG block	CXXC DNA block
8	Cc1ccc(OCCSc2ncccn2)c(C)c1	0.5µM*	8%	10µM*	0.63µM*	-8%	0%	?
35	O=C(Cn1nnc2ccccc21)NCc1ccccc1	3.2µM*	?	16%	2.2µM*	2%	-5%	3%
